# S1P4 antagonist – human S1P4 receptor antagonism; O95977; S1P4-expressing cells, antagonist mode, reporter read-out; inhibition, % at 4.98 µM; actives 0.26% (n = 220,000); AID 1510; in the data active = inhibition above about 29%;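 note: 0% = wells stimulated with agonist and 100% = vehicle wells without agonist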
# Target sequence (O95977 whole entry, looked up): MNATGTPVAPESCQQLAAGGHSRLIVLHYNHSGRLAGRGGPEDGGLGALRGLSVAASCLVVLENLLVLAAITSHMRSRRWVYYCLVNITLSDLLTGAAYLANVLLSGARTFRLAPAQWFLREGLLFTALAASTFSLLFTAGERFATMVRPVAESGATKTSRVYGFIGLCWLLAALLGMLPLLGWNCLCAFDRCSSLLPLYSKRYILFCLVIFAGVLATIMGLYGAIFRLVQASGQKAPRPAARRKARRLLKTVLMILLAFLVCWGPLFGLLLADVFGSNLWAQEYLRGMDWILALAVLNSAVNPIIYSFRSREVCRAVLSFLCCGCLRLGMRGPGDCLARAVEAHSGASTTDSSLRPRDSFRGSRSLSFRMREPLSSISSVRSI
# Runt-CBFb FRET – blocks binding of human RUNX1 Runt domain to CBFb | actives 0.46% (n = 220,000) | Cerulean-Runt/Venus-CBFb FRET ratio 530/480, 1 h | Q01196+Q13951 | inhibition, % at 20 µM;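 active = inhibition over about 50% at 20 µM in the single-dose screen, limit read from the data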;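 note: 0% = DMSO wells and 100% = excess unlabeled CBFb competitor control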
# Target sequence (Q01196 whole entry, looked up, the tested form may be a part): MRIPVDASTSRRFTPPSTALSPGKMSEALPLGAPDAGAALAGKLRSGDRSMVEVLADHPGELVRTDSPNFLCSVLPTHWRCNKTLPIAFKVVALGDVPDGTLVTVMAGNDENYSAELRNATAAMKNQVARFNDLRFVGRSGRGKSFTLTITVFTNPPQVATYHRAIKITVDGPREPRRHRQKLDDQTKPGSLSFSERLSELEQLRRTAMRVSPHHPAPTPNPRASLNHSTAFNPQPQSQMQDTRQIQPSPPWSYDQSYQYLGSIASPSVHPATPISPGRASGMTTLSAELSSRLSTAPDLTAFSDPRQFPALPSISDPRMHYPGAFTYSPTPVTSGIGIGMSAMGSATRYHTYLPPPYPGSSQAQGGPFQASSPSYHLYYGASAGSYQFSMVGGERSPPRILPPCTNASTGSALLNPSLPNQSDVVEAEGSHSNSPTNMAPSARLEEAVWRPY
# Target sequence (Q13951 whole entry, looked up, the tested form may be a part): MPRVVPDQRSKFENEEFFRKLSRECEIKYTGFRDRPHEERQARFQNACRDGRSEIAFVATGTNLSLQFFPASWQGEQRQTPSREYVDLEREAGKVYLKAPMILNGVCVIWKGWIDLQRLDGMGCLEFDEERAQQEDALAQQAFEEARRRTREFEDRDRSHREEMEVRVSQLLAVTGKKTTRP
#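 Measured by: fluorescence energy transfer, 422 nm excitation, 530/480 nm emission; test system: Cerulean-tagged RUNX1 Runt domain (FRET donor) fusion protein; buffer or medium: Tris pH 7.5 buffer with BSA; compound: one dose, 20 µM compound, 1% DMSO; times: two 1 h room-temperature incubations shielded from light; benchmarks: unlabeled CBFb 5 µM, positive control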
# Ba/F3 V617F tox – loss of viability in JAK2V617F-driven Ba/F3 cells; inhibition, % at 5.6 µM; AID 1446; actives 1.1% (n = 220,000); Ba/F3 EpoR-JAK2V617F viability, ATP luminescence;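 active = inhibition above the campaign mean plus 3 SD over all tested compounds, cut at about 24% in these data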;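 note: cytokine-independent growth of Ba/F3 cells driven by EpoR plus mutant JAK2; 0% = DMSO-treated cells and 100% = JAK inhibitor I control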
# NPY1 pot ag – potentiates or activates human NPY-Y1 receptor | activation, % at 3.6 µM | actives 0.37% (n = 220,000) | NPY-Y1 expressing cells, potentiator/agonist activation | P25929; in the data active = activation above about 33%, passing the limit was not always enough;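 note: cells stimulated with NPY at EC10 then isoproterenol at EC100; 0% = low agonist plus stimulus and 100% = saturating agonist plus stimulus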
# NPY Y1 blocker – blocks the human neuropeptide Y Y1 receptor; P25929; HEK293-CNG Y1 cells, membrane potential fluorescence; NPY at EC95, then isoproterenol; inhibition, % at 3.6 µM; actives 1% (n = 200,000); AID 1040;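 active = inhibition above the campaign mean inhibition of all tested compounds plus 3 SD, cut at about 20% in these data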;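 note: 0% = DMSO wells given NPY plus isoproterenol and 100% = isoproterenol alone without NPY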
#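 Test system: HEK293 cells co-expressing NPY Y1 receptor and cyclic-nucleotide gated channel; Also added: NPY (25 nM), isoproterenol (1 µM), Ro 20-1724 (25 µM); Compound dosing: one concentration, 3.6 µM, in 0.4% DMSO; Timing: dye 3 h, compound 60 min room temperature, stimulation 45 min; Technique: Membrane-potential fluorescent dye readout.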
# NPY2 pot ag – potentiators or agonists of human neuropeptide Y receptor Y2 | actives 0.45% (n = 220,000) | cells expressing NPY-Y2, potentiator/agonist read-out | P49146 | activation, % at 3.6 µM; in the data active = activation above about 27%;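 note: cells stimulated with NPY near EC25 plus isoproterenol at EC100; 0% = vehicle plus submaximal agonist and 100% = vehicle plus saturating agonist; some results beyond the cut were filed as inactive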
# BaF3 parental – reduces parental Ba/F3 cell viability, JAK2V617F counter-screen. actives 1.1% (n = 220,000). CellTiter-Glo ATP luminescence. inhibition, % at 5.6 µM;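 active = inhibition above a per-campaign cutoff, the mean inhibition of all tested compounds plus 3 SD, cut at about 27% in these data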;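 note: 0% = DMSO wells and 100% = JAK Inhibitor I control wells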
# RBBP9 inh – inhibitors of human serine hydrolase RBBP9. actives 0.2% (n = 220,000). O75884. recombinant RBBP9, FP-Rh probe fluorescence polarization. inhibition, % at 7.94 µM;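 active = inhibition above the campaign mean of all tested compounds plus 3 SD, cut at about 14% in these data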;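 note: plate controls were DMSO wells with RBBP9 for no effect and wells lacking RBBP9 protein for full effect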
#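 Test system: recombinant human RBBP9. Quantity: 2.5 µM RBBP9 dispensing solution, before mixing. Detection: FP readout at 525/598 nm. Reagent: Serine-hydrolase probe FP-Rh, 375 nM pre-mixing. Measure: % inhibition. Control set: DMSO-treated enzyme wells and wells lacking RBBP9. Buffer or medium: Tris-NaCl-Pluronic buffer, pH 8.0. Times: preincubation 30 min plus labeling 45 min at 25 °C.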
# S1P4 ag – human S1P4 receptor agonism | S1P4-expressing cell line, agonist reporter assay | activation, % at 4.98 µM | actives 0.35% (n = 220,000) | AID 1509; in the data active = activation above about 11%;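 note: 0% = DMSO vehicle and 100% = reference agonist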
# The depositor's hits bear a star; nt = no result given.
SMILES	NPY Y1 blocker	S1P4 ag	NPY2 pot ag	NPY1 pot ag	Runt-CBFb FRET	BaF3 parental	RBBP9 inh	S1P4 antagonist	Ba/F3 V617F tox
CCC(Sc1ncccc1C(=O)OC(C)C)C(=O)N1CCOCC1 (centres undefined)	-4.0	-0.5	7.1	1.1	0.7	5.7	-0.8	0.1	6.5
Cc1cc(C)c2c(N=NN3CCCCC3)[nH]nc2n1	-0.7	-0.6	18.2	17.8	6.1	6.8	-9.8	-25.1	-0.1
CCN1CCN(CCNC(=O)CCCCCn2c(=O)[nH]c3cc(C(=O)OC)ccc3c2=O)CC1	3.1	4.0	3.9	-2.5	0.5	0.9	-2.1	-17.3	4.5
Cc1noc(C)c1COc1ccc(C(=O)OCC(=O)Nc2cccc(S(=O)(=O)N3CCOCC3)c2)cc1	5.5	-1.0	-0.1	-8.1	-0.2	2.5	-11.1	-17.6	-2.7
C[n+]1c2n(c3ccccc31)N=C(c1ccc(-c3ccccc3)cc1)CS2	-0.8	-1.0	-13.6	8.1	8.0	71.0*	-5.7	-16.1	99.3*
O=C(CSc1cccc(C(F)(F)F)c1)Nc1ccc(Cl)cc1Cl	8.3	2.8	-6.8	-10.9	-1.0	4.7	0.3	-3.2	1.7
CC(C)NC(=O)c1cc2n(n1)C(C(F)(F)F)CC(c1ccco1)N2 (centres undefined)	7.8	1.8	-10.2	-14.3	-1.9	0.2	-11.2	12.2	3.8
COc1ccccc1N1C(=O)c2ccccc2NC1c1ccncc1 (centres undefined)	-3.4	0.1	15.3	13.6	-0.1	6.6	7.9	-1.6	1.2
O=C(COc1ccc(Br)cc1)N1CCOCC1	-4.1	-0.2	17.9	1.7	1.1	1.4	-6.8	-9.3	-1.2
CC(C)(C)C(=O)N1N=C(c2cccc(NS(C)(=O)=O)c2)CC1c1cccs1 (centres undefined)	1.7	-0.1	14.1	32.7	0.2	4.8	-6.6	3.6	0.7
CCOC(=O)CCC(=O)Nc1cccc([N+](=O)[O-])c1	2.5	1.6	-4.4	-2.7	-0.5	11.9	-5.0	-0.4	3.3
CCN(c1ccc(C)c(C)c1)S(=O)(=O)c1c(C)[nH]c(=O)[nH]c1=O	4.5	-1.6	7.8	-2.4	1.7	3.1	-4.2	-0.9	-0.7
COc1cccc(C2CC(C(F)(F)F)n3ncc(C(=O)O)c3N2)c1 (centres undefined)	0.9	1.7	3.1	4.0	-3.2	6.0	-5.1	-11.2	1.3
CN(C)c1ccc(/C=N/N=C/c2ccccc2O)cc1	-3.1	-0.6	4.0	2.5	-48.7	5.2	-6.8	-27.7	0.1
COC(=O)c1cc(C(=O)OC)cc(N2C(=O)CC(N3CCN(c4ccccc4)CC3)C2=O)c1 (centres undefined)	1.2	-1.1	9.7	9.9	-2.5	1.2	1.7	5.6	-1.1

# The list goes on.
SMILES	NPY Y1 blocker	S1P4 ag	NPY2 pot ag	NPY1 pot ag	Runt-CBFb FRET	BaF3 parental	RBBP9 inh	S1P4 antagonist	Ba/F3 V617F tox
Cc1ccc(CNC(=O)CSc2nc3ccccc3c3nc(C)nn23)cc1	4.8	0.8	-7.7	-7.5	-2.1	7.6	7.0	4.7	-0.9
Oc1c(Cl)cc(Cl)c2cccnc12	8.8	1.6	-14.2	-10.7	-5.4	5.8	-2.8	6.4	1.5
C=Cn1nc(C)c2ccccc2c1=O	9.0	1.0	2.9	0.7	1.4	3.9	-2.8	-2.1	-0.3
Cc1ccc(S(=O)(=O)N(C(=O)c2ccncc2)c2ccc(OC(=O)c3ccncc3)c3ccccc23)c(C)c1	1.5	1.1	-10.7	-14.5	6.8	9.7	4.9	3.5	0.8
COc1ccc(NC(=O)C2CC(=O)NC(Nc3cccc(C)c3)=N2)cc1 (centres undefined)	2.4	-2.1	-1.0	8.0	1.8	6.0	-8.7	1.7	2.0
CC1CN(c2nc3ccccc3nc2C(C#N)C(=O)NCc2ccc3c(c2)OCO3)CC(C)O1 (centres undefined)	1.7	-0.7	-7.0	-16.0	-60.8	3.3	-10.5	-15.7	2.9
Cc1ccc(NC(=O)c2cnccn2)cc1S(=O)(=O)N(C)C	-0.7	0.7	1.9	6.3	0.3	-0.2	8.7	-6.3	-1.0
COc1ccc(/C=N/NC(=O)c2ccn[nH]2)cc1COc1ccc(Cl)cc1	3.5	0.8	-12.4	-17.2	-5.0	2.2	-11.2	-18.6	0.1
NC(=O)C(F)(F)C12OC3C4C5CC(C6C5C3C61)C42 (centres undefined)	-4.2	-0.8	7.3	10.1	0.9	0.5	-6.2	-32.6	-0.9
CCOC(=O)c1c(CC(C)C)csc1NC(=O)CCl	0.8	-1.0	0.3	7.6	-2.0	1.5	-5.5	18.8	-0.5
O=C(NC(NC1CCS(=O)(=O)C1)C(=O)c1ccccc1)c1ccc(Cl)cc1 (centres undefined)	3.1	0.8	-0.6	-4.3	-1.6	2.0	-9.1	-9.9	-0.8
CCn1c2ccccc2c2nnc(SCCCn3c(=O)[nH]c4ccccc43)nc21	8.0	0.7	8.7	-26.9	-1.9	6.4	-6.3	-9.9	-0.5
N#C/C(=N/Nc1ccc(S(=O)(=O)N2CCOCC2)cc1)C(N)=O	14.8	3.5	9.6	19.9	-1.9	10.3	0.0	-3.3	-0.9
Cc1sc2nc(N)sc2c1C	-1.8	-0.7	2.6	5.8	43.8	0.9	-8.7	-17.4	-1.2
Cc1cc(N/N=C/c2ccc([N+](=O)[O-])o2)nc2ccccc12	-5.5	5.8	8.5	19.0	-8.5	2.5	-7.6	-7.6	3.3

# Shown with values under each structure: entries from further up.
# Every second line gives: NPY Y1 blocker | S1P4 ag | NPY2 pot ag | NPY1 pot ag | Runt-CBFb FRET | BaF3 parental | RBBP9 inh | S1P4 antagonist | Ba/F3 V617F tox
CCOC(=O)c1c(CC(C)C)csc1NC(=O)CCl
 : 0.8 | -1.0 | 0.3 | 7.6 | -2.0 | 1.5 | -5.5 | 18.8 | -0.5
O=C(NC(NC1CCS(=O)(=O)C1)C(=O)c1ccccc1)c1ccc(Cl)cc1 (centres undefined)
 : 3.1 | 0.8 | -0.6 | -4.3 | -1.6 | 2.0 | -9.1 | -9.9 | -0.8

# More compounds.
SMILES	NPY Y1 blocker	S1P4 ag	NPY2 pot ag	NPY1 pot ag	Runt-CBFb FRET	BaF3 parental	RBBP9 inh	S1P4 antagonist	Ba/F3 V617F tox
Cc1oc2ncnc(N)c2c1C	-4.7	2.1	5.5	-6.9	0.8	5.5	-3.0	-3.2	0.9
c1ccc(CCC2CCCCN2Cc2nc(C3CC3)no2)cc1 (centres undefined)	2.8	0.1	17.4	-3.1	-0.3	2.7	-5.2	8.1	0.6
Cc1cccc(N=C2NN=C(c3ccc4c(c3)OCCO4)CS2)c1	4.8	2.1	-17.3	-14.1	15.0	7.2	-4.8	-1.9	0.7
c1ccc(Nc2n[nH]nc2-c2ccccc2)cc1	-0.4	0.2	10.2	0.9	-2.6	9.7	-4.7	3.7	2.6
CCOc1cc(C(=S)N2CCOCC2)ccc1OC	6.9	-1.4	-7.2	-1.3	6.7	3.7	0.6	-4.5	3.9
CCc1ccc(NC(=O)CCNS(=O)(=O)c2cccc3nsnc23)cc1	-4.2	-0.8	4.1	10.3	0.3	61.5*	-30.1	-1.9	5.1
Cc1occc1-c1nnc(SCC(=O)N2CCCc3ccccc32)n1Cc1ccco1	-0.6	0.7	4.5	-4.3	7.7	8.7	0.6	-11.1	-2.4
O=C1CC(N2CCC(c3nc4ccccc4o3)CC2)C(=O)N1c1ccc(Cl)cc1 (centres undefined)	0.2	0.4	-9.1	-1.4	nt	1.7	-4.5	-6.5	-0.5
CCCNc1c(N)c(=O)oc2ccccc12	-4.0	1.3	-11.5	-27.9	2.0	6.8	-1.6	7.9	-3.1
Cc1ccc(-c2ccc(/C=N\NC(=O)c3cc4c(ccc5ccccc54)o3)o2)cc1[N+](=O)[O-]	4.2	-2.8	5.3	12.1	-0.7	5.7	-0.7	-5.2	2.1
C/C(=N\Nc1c([N+](=O)[O-])c(C)nn1C)c1ccc(F)cc1F	-4.7	-1.7	-2.7	3.4	-5.8	8.9	0.9	-2.9	-2.0
CSCCNC(=O)c1ccc(C(C)(C)C)cc1	-0.7	0.7	9.1	-2.2	-0.2	3.2	-10.1	-2.8	-4.2
COc1ccccc1N1C(=O)C(Cl)=C(Nc2ccccc2O)C1=O	-5.5	-0.3	4.2	-9.1	31.8	2.6	-4.9	-8.6	-1.6
O=C(NCCCN1CCOCC1)/C(=C/c1ccc(F)cc1)NC(=O)c1ccccc1	2.2	-0.8	4.7	11.0	-0.4	0.9	2.8	3.9	-1.8
CCC(C)NC(=O)c1cc(CC(C)C)on1 (centres undefined)	-1.8	3.1	-1.3	-4.5	0.9	0.4	-2.4	-15.0	-3.0

# Carrying on:
SMILES	NPY Y1 blocker	S1P4 ag	NPY2 pot ag	NPY1 pot ag	Runt-CBFb FRET	BaF3 parental	RBBP9 inh	S1P4 antagonist	Ba/F3 V617F tox
CCOc1ccc(N(C(=O)c2cnccn2)C(C(=O)NC2CCCCC2)c2ccc(O)cc2)cc1 (centres undefined)	-1.4	0.9	-7.0	16.8	-1.3	7.5	0.4	-22.0	-1.8
CCN(CC)S(=O)(=O)c1ccc(OC)c(NC(=S)Nc2cc(C)ccc2C)c1	-1.4	-1.8	10.8	-7.9	3.3	2.0	2.4	-1.7	-1.0
COc1ccc(NC(=O)/C(=C/c2cccnc2)NC(=O)c2cccs2)cc1	-4.7	0.0	3.8	5.9	0.9	1.0	-11.5	-39.8	3.6
COc1ccc2oc3cc(C)[n+]([O-])c(-c4ccc(Br)cc4)c3c2c1	0.2	-1.6	8.0	-6.1	1.1	5.7	-13.3	-4.5	5.8
Cn1[nH]c(C(F)(F)F)cc1=O	0.0	-0.3	-16.1	-11.7	0.6	7.3	-7.6	-13.3	2.9
CCCCCc1nnc(NC(=O)CS(=O)(=O)Cc2ccccc2)s1	10.3	-0.9	-23.2	-7.7	-5.5	-2.5	-2.6	-0.1	-4.8
CC1(C)CC(NC(=O)C(Cl)(Cl)Cl)CC(C)(C)N1	-3.9	1.7	7.4	-26.2	-0.1	1.6	0.2	-15.2	-3.5
COCCCNS(=O)(=O)c1ccc(SC)cc1	3.5	-1.8	10.7	-12.5	0.3	5.5	-1.5	-4.0	4.0
O=C(O)CSC1c2ccccc2C(=O)N1c1ccccc1 (centres undefined)	0.9	0.8	-13.5	-22.2	0.1	0.6	-8.3	-23.6	-3.4
CCC(CC)C(=O)Nc1ccc(C(=O)Nc2cc(C)on2)cc1	-1.8	1.9	4.4	12.4	0.4	2.1	-8.2	2.1	0.2
NC(=O)c1ccsc1NC(=O)c1coc2ccccc2c1=O	6.8	1.1	8.5	2.6	12.7	10.4	-15.6	-15.9	3.2
CCCCSC1=C(C#N)C(c2ccccc2C)C(C(=O)OCC)C(=O)N1 (centres undefined)	2.0	1.0	18.5	11.8	-0.9	5.2	-5.1	6.1	-0.7
O=C(CCCNS(=O)(=O)c1ccccc1)NCc1ccco1	1.8	1.7	4.1	2.6	-0.2	4.0	-9.7	-27.3	-3.6
